RGS4 inhibitor: blocks human RGS4-accelerated GTP hydrolysis; Transcreener GDP fluorescence polarization, RGS4-accelerated GTP hydrolysis; Potency, µM (highest dose often 114 µM), without a hit: at the top dose activity change, negative = inhibition, actives largely listed as inhibitors; hit rate 0.039% among 390,000; AID 504845; also: % is scaled to controls: 0 for no effect and ±100 for the full control effect; nearly all actives have a fitted effect of over 75% in size; some results filed as inactive show a strong effect at the top dose
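MLSMR compounds (23 nl, pin-transferred) preincubated 10 min at room temperature with a 500nM (2x) first reagent, then RGS4 at 900nM (2x) plus Transcreener GDP mix added; fluorescence polarization (620/688 nm) read before and after 90 min at 30 °C.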
ALOX12 inh: ALOX12 (human) lipoxygenase inhibition | Potency, µM (top dose mostly 108 µM), for inactives: top-dose activity change, negative = inhibition, hits mostly inhibitors | hit rate 1.1% among 580,000 | purified 12hLO, xylenol orange hydroperoxide absorbance | P18054; also: % is scaled to controls: 0 for no effect and ±100 for the full control effect
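Purified human 12hLO at 150 nM in 25 mM Hepes, 0.01% Triton X-100, pH 7.0, preincubated 15 min at room temperature with compound. Reaction started with 40 uM arachidonic acid, 30 min at room temperature. Hydroperoxide measured by Fe-xylenol orange, 573/405 nm absorbance ratio.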
PGK inhibitor: blocks T. brucei phosphoglycerate kinase; P07378; PGK/GAPDH coupled, Kinase-Glo luminescence, 60 min; hit rate 0.043% among 380,000; Potency, µM (top dose mostly 57.5 µM), for inactives: at the top dose activity change, negative = inhibition, usual class: inhibitors; also: % is scaled to controls: 0 for no effect and ±100 for the full control effect; nearly all actives have a fitted effect of over 60% in size
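Recombinant glycosomal PGK reaction used 1,3-bisphosphoglycerate generated in-well by GAPDH (100nM final) in 100mM TEA pH 7.6, 5mM MgCl2, 0.01% Tween-20. After 60 minutes at room temperature, ATP was read by Kinase-Glo Plus luminescence end-point.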
ERG-DNA inh: blocks human ERG Ets domain binding to DNA; AID 624246; Potency, µM (highest dose often 76.9 µM), for inactives: top-dose FP activity, negative = inhibition, actives largely listed as inhibitors; fluorescence polarization, His-ERG Ets domain / labelled DNA; hit rate 0.028% among 370,000; active = well fitted inhibition curve with a large enough effect in the polarisation, with a control signal flat; inconclusive = small, poorly fitted or top-dose-only effect, or effect the other way, or a change in a side signal; inactive = no such curve, though single readings can be large or run the other way; the % refers to the polarisation;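 also: polarization taken with two DNA probes labelled with fluorescein and Texas red; % of control where 0% means no effect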
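His-tagged ERG Ets domain (1 uM in the protein solution; 300mM KCl, 50mM Tris-HCl, 1mM EDTA, 1mM DTT, pH 7.5) received compound, then a probe mix of 5 nM fluorescein-DNA and 100nM Texas-615-DNA. Fluorescence polarization was read for both dyes.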
JMJD2A Tudor inh: blocks the human JMJD2A Tudor domain; O75164; AID 504339; hit rate 4.4% among 390,000; Potency, µM (titrated, usually from 114 µM), for inactives: at the highest dose activity change, negative = inhibition, actives largely listed as inhibitors; AlphaScreen JMJD2A-Tudor / H3K4me3 peptide binding; also: % is scaled to controls: 0 for no effect and ±100 for the full control effect; nearly all actives have a fitted effect of over 50% in size
Target sequence (O75164 whole entry, looked up, the tested form may be a part): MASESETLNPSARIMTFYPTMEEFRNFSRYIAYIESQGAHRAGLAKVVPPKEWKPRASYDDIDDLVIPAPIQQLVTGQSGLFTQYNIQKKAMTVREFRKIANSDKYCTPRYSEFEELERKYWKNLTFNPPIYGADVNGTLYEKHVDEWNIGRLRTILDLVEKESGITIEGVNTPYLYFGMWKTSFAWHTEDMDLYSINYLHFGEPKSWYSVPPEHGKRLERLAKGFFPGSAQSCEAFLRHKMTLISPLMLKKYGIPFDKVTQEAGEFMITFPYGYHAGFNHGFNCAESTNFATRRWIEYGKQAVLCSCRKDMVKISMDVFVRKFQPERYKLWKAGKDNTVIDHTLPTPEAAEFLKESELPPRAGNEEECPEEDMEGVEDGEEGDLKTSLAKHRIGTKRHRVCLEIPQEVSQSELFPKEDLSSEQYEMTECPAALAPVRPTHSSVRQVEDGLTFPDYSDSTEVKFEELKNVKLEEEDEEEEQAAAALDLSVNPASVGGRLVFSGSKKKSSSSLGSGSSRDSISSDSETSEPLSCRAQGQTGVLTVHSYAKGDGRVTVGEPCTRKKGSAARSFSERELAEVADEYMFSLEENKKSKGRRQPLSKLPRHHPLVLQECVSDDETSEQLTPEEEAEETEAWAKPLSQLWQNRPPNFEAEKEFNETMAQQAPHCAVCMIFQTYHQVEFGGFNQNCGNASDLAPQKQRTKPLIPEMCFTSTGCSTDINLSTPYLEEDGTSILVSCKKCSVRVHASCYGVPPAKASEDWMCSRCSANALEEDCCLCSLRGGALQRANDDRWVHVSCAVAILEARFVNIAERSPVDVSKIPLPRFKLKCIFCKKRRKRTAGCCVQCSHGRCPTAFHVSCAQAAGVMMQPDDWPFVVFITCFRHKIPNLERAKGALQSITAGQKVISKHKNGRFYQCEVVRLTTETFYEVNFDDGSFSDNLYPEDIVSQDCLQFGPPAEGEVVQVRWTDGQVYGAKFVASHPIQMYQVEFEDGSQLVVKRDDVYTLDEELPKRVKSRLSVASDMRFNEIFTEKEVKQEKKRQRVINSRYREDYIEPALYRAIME
GLS inh: glutaminase GLS (human) inhibition. O94925. GLS enzymatic activity, qHTS titration. Potency, µM (doses to about 45.5 µM), without a hit: top-dose activity change, negative = inhibition, most hits filed as inhibitors. hit rate 0.21% among 410,000. AID 624170; also: % is scaled to controls: 0 for no effect and ±100 for the full control effect
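Human kidney-isoform GLS in 45 mM KH2PO4 pH 8.2, 0.02% Tween-20, with compound, started with 1mM L-Glutamine (added stock). Glutamate oxidase/HRP/Amplex red coupled fluorescence read at start and after 30 min at RT.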
HP1b chromo inh: inhibitors of HP1-beta chromodomain binding to methylated histone tails; P83916; AlphaScreen HP1-beta / biotin-H3K9me3 peptide binding; Potency, µM (top dose mostly 114 µM), without a hit: at the top dose activity change, negative = inhibition, usual class: inhibitors; hit rate 0.56% among 390,000; also: nearly all actives have a fitted effect of over 70% in size; inactives centre near 23
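Compound inhibition of the preformed complex between 50 nM HP1-beta and 50 nM biotinylated H3K9me3 peptide was read by AlphaScreen. Buffer was PBS pH 7.4 with 0.01% Tween-20. Incubations ran 30 min at room temperature, with 10 ug/mL donor/acceptor beads.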
TrxR1 inh: blocks rat thioredoxin reductase 1 | AID 588453 | hit rate 1% among 390,000 | O89049 | Potency, µM (doses to about 114 µM), for inactives: at the top dose activity change, negative = inhibition, actives largely listed as inhibitors | recombinant rTrxR1, NADPH fluorescence consumption, selenite substrate; also: % is scaled to controls: 0 for no effect and ±100 for the full control effect; nearly all actives have a fitted effect of over 65% in size
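Rat TrxR1 (90 nM in the dispensed reagent) was pre-reduced with 400 uM NADPH for 5 min at room temperature, then incubated with compound for 15 min. After 400 uM selenite was added, NADPH fluorescence (Ex 340/Em 450 nm) was followed for 8 min.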
Pin1 inh: blocks the human prolyl isomerase Pin1; Pin1 FP peptide displacement, HiFluor488, 10 min; hit rate 0.009% among 390,000; Potency, µM (top dose mostly 115 µM), for inactives: top-dose activity, negative = inhibition, actives largely listed as inhibitors; active = well fitted inhibition curve with a large enough effect in the polarisation, with a control signal flat, not every such curve was filed as active; inconclusive = small, poorly fitted or top-dose-only effect, or effect the other way, or a change in a side signal; inactive = no such curve, though single readings can be large or run the other way; the % refers to the polarisation; also: % is scaled to controls: 0 for no effect and ±100 for the full control effect
* marks the source's active call; other numbers are inactive results; i = inactive; u = inconclusive; x = not tested or not shown; & = joins results of further samples; [ ] = remark or other dose. Unless noted, calls follow the shape of the dose curve; as a rule, active = well fitted curve in the direction sought with a large enough effect; inconclusive = small, poorly fitted or top-dose-only effect, or another doubt; inactive = no such curve, though single readings can be large; an effect the other way counts as inactive or inconclusive. Potency is read from the fitted curve at half-maximal effect.

item	structure	RGS4 inhibitor	ALOX12 inh	PGK inhibitor	ERG-DNA inh	JMJD2A Tudor inh	GLS inh	HP1b chromo inh	TrxR1 inh	Pin1 inh
1	CC(=O)N(/N=C1\Sc2ccccc2C1=O)c1ccccc1C	-12%	0%	-4%	3%	u	7%	u	-6%	u
2	Cc1ccc(SC[C@H](C)CN2CC[C@H](NC(=O)OCc3ccccc3)CCC2=O)cc1	-7%	20%	i	4%	-13%	0%	38%	7%[57.1 µM]	-2%
3	Cc1ccc(C(=O)OCC(=O)NCc2ccccc2)cc1S(=O)(=O)N1CCCCC1	5%	2%	9%	-2%	-4%	-2%	49%[activator]	21%	12%
4	COc1cccc(C(=O)/C=C/Nc2ccc(S(=O)(=O)Nc3ccc(C(C)=O)cc3)cc2)c1	-34%	-6%	-4%	-5%	-14%	10%	-18%	38%[57.1 µM]	43%[activator]
5	COC(=O)c1[nH]nc(C(=O)OC(C)(C)C)c1-c1ccccc1	-11%	-4%	6%	-3%	2%	2%	31%	-3%	7%
6	CC(=O)c1sc(NC(=O)CCS(=O)(=O)c2ccccc2)nc1C	19%	0%	1%	25%	-5%	-18%	24%	-25%	0%
7	COc1ccc2c(CC(=O)NNC(=O)c3ccc(C)cc3)coc2c1	9%	-8%	-3%	-14%	-17%	4%	21%	20%	-1%
8	COc1ccc(CNC(=O)COC(=O)CN2C(=O)C3CC=CCC3C2=O)cc1 (configuration not stated)	0%	-7%	8%	2%	-10%	7%	12%[57 µM]	-8%[2.29 µM]	0%
9	O=C(NCCCCc1ccccc1)c1ccc(F)cc1	-15%	276%[activator]	u	-2%	-1%	-4%	58%[activator]	7%	-7%
10	Cc1ccc(-c2cccc(C3CC=CC4C3C(=O)N(Cc3ccccc3)C4c3ccc4ccccc4c3)c2)cc1 (configuration not stated)	-14%&24%	0%	-4%	3%	-13%&-19%	-3%	28%&16%	8%	45%&45%[activator]
11	N#Cc1c(NC2CCCCC2)nc(-c2ccco2)c2c1CCCC2	-48%	x	-9%	-2%	53%[activator]	1%	29%	-83%	-4%
12	O=C(CC(C(=O)N1CCc2ccccc21)n1ccnc1)N1CCc2ccccc2C1 (configuration not stated)	31%	24%	-5%	5%	u	-2%	-4%	2%	-3%
13	CN1C(=O)S/C(=C\c2ccccc2OCc2ccc(C(=O)O)cc2)C1=O	-10%	-24%	5%	-1%	-15%	8%	35%	5%[57.1 µM]	-4%
14	CCN1CCN(c2ncc3c(n2)CCN(Cc2ccc(OC(C)C)cc2)C3)CC1	17%	0%	-6%	1%	u	6%	-12%	21%[57.1 µM]	5%
15	Cc1ccc(C2=NN=C(NC(=O)CSc3nncn3C)SC2)cc1	u	u	-10%	-1%	u	u	35µM*	39%[activator][57.1 µM]	3%
16	Cc1cccc(NC(=O)/C(C#N)=C\c2cccnc2)c1	-7%	-14%	i	u	-14%	-5%	-4%	-17%	43%[activator]
17	NC(=O)CCN1CCN(CCOC2Cc3cc(Cl)ccc3Sc3ccccc32)CC1 (configuration not stated)	7%	-30%	6%	-11%	-29%	2%	u	3%	0%
18	Cc1ccc2nc3c(cc(C(=O)NCCc4ccccc4)c(=N)n3CC3CCCO3)c(=O)n2c1 (configuration not stated)	14%	-37%	i	7%	-16%	-5%	-17%	126%[activator]	0%
19	CC(C)NCC(O)c1cc(O)cc(O)c1 (configuration not stated)	u	13%	-4%	-6%	-1%	17%	21%	3%[57.1 µM]	-5%
20	Cc1ccccc1CS(=O)(=O)c1ncc(Cl)c(C(=O)Nc2ccc(F)cc2)n1	-4%	u	i	0%	5%	9%	33%	0%	-3%
21	CCC1=NN2C(=N)/C(=C/c3cc(C)n(-c4ccccc4)c3C)C(=O)N=C2S1	8%	-3%	-11%	-12%	-6%	6%	13%	-3%[57.1 µM]	8%
22	COc1ccc(C=NNc2ccc([N+](=O)[O-])cc2S(=O)(=O)Nc2ccccc2C(=O)O)cc1OC	4%	u	-7%	-6%	u	u	-14%	-21%[57.1 µM]	u
23	COc1ccc(S(=O)(=O)NCc2ccccn2)cc1NC(=O)c1ccc(C)cc1	-15%	-3%	i	8%	6.3µM*	-3%	16%	5%[57.1 µM]	-9%
24	COc1ccc(C2/C=C\CN(C(=O)Oc3ccccc3)CC(=O)N2Cc2ccc(F)cc2)cc1 (configuration not stated)	-16%&26%	-5%	-3%	0%	-24%&-20%	22%	9%&10%	6%&10%	3%&1%
25	Cc1ccc(C(=O)c2cc([N+](=O)[O-])ccc2N2CCCCC2)cc1C	-19%	-22%	i	11%	-26%	2%	0%	10%[57.1 µM]	15%

Next part; the last 2 above are carried over.
item	structure	RGS4 inhibitor	ALOX12 inh	PGK inhibitor	ERG-DNA inh	JMJD2A Tudor inh	GLS inh	HP1b chromo inh	TrxR1 inh	Pin1 inh
24	COc1ccc(C2/C=C\CN(C(=O)Oc3ccccc3)CC(=O)N2Cc2ccc(F)cc2)cc1 (configuration not stated)	-16%&26%	-5%	-3%	0%	-24%&-20%	22%	9%&10%	6%&10%	3%&1%
25	Cc1ccc(C(=O)c2cc([N+](=O)[O-])ccc2N2CCCCC2)cc1C	-19%	-22%	i	11%	-26%	2%	0%	10%[57.1 µM]	15%
26	N#Cc1nc(-c2ccc(Cl)cc2)oc1NCc1cccc2c1OCO2	-10%	-17%	i	-13%	-26%	-1%	12%	21%	10%
27	O=S(=O)(NCC(c1ccco1)N1CCN(c2ccccc2)CC1)c1cc(F)ccc1F (configuration not stated)	13%	-29%	5%	3%	-34%	15%	8%	-1%[57.1 µM]	5%
28	Cc1ccc(NC(=O)/C=C/c2ccc3c(c2)OCO3)nc1	-15%	-15%	-8%	0%	-18%	1%	20%	-5%	-6%
29	Nc1nc(N)nc(-c2cc(Cl)ccc2Cl)n1	18%	u	-2%	-8%	u	5%&3%	5%	20%	-10%
30	CC(=O)N1CCC(=O)Nc2ccc([N+](=O)[O-])cc21	6%	u	-10%	8%	-8%	-1%	26%	6%	1%
31	CCNC(=S)N1CCC(Cc2ccccc2)CC1	13%	i	0%	3%	-22%	2%	38%	24%	-3%
32	Cc1cccc(NC(=O)Cn2nnc(-c3nc(-c4ccncc4)no3)c2N)c1	-33%	6%	x	2%	u	3%	169%[activator]	16%	17%
33	O=C(CCNS(=O)(=O)c1cccc2nonc12)Nc1ccc(Cl)cc1	8%	u	0%	-3%	0%	-8%	10%	9%	0%
34	CC1CCN(c2nc3nonc3nc2N2CCC(C)CC2)CC1	29%	-10%	8%	-7%	-28%	2%	4%	-6%	6%
35	Cc1c(Cl)cccc1NC(=S)N/N=C/c1ccccc1Cl	-14%	x	11%	3%	-7%	3%	44%[activator]	15%	-3%
36	CC1CCc2c(sc3nnn(CC(=O)Nc4cccc(C(F)(F)F)c4)c(=O)c23)C1 (configuration not stated)	6%	-21%	6%	-6%	-14%	4%	23%	21%	39%[activator]
37	Cc1ccc([C@@H]2CC=C(C(=O)O)[C@H](c3ccccc3)N2S(=O)(=O)c2ccc(C)cc2)cc1	-32%	-9%	-5%	-3%	-14%	56%[activator]	28%	6%[57.1 µM]	-1%
38	COc1ccc(NC(=O)c2c(NC(=O)CCC(=O)O)sc(-c3ccccc3)c2C)cc1	-53%	u	-5%	-11%	-19%	0%	-25%	0%	u
39	CCOc1ccccc1N1CC(C(=O)Nc2cc(S(=O)(=O)N3CCOCC3)ccc2OC(C)C)CC1=O (configuration not stated)	12%	2%	-3%	20%	0%	-2%	25%	15%	-5%
40	Cc1cc(NCCN2CCOCC2)n2nc(C)c(-c3ccc(Cl)cc3)c2n1	-2%	101%[activator]	8%	4%	-13%	5%	51%[activator]	-38%	-4%
41	O=C(O)C1C2CCCCC2=C2CCCCC2C1C(=O)O (configuration not stated)	11%	0%	-3%	-1%	-7%	3%	41%[activator]	-26%	-10%
42	Cc1nn(C(C)C(=O)NCCCc2ccccc2)c(=O)c2cc3occc3n12 (configuration not stated)	-44%	0%	i	-2%	-12%	-5%	24%	6%	4%
43	O=C(Nc1ccc(C(=O)NCCCN2CCN(c3ccccc3)CC2)cc1)C1=CSCCO1	-9%[56.9 µM]	-6%	-6%	-2%	u	4%	14%	19%	2%
44	Cn1c(CNc2ccc(F)cc2)nc2ccccc21	11%	u	-5%	-1%	-26%	17%	12%	19%	-1%
45	COC(=O)c1ccccc1NC(=O)CSc1nnc(-c2ccncc2)o1	-10%	236%[activator]	0%	11%	6%	12%	35%	18%	-2%
46	C=CCS(=O)(=O)N1CCCC(Cc2ccccc2C)(C(=O)OCC)C1 (configuration not stated)	11%	-27%	-9%	2%	-10%	0%	32%	45%	2%
47	COc1cccc(CC(=O)Nc2nccs2)c1	19%	9%	-4%	-8%	-15%	2%	16%	17%	-2%

Screening results: PubChem, National Center for Advancing Translational Sciences (NCATS)

Not all compounds are listed; count on the stated rates, not on these rows.
